Screening data from PubChem BioAssay.
DUSP3 inh: VHR1 phosphatase inhibitors, primary screen, biochemical, absorbance, uHTS; Dual specificity protein phosphatase 3 (Homo sapiens), P51452; recombinant VHR phosphatase, pNPP absorbance; inhibition, % at 13.3 µM; 290,000 compounds, 0.52% hits; AID 1654, 2009; in the data active means inhibition above about 50%; further: some compounds called inactive have numbers as strong as hits
Target sequence (P51452 whole entry, looked up): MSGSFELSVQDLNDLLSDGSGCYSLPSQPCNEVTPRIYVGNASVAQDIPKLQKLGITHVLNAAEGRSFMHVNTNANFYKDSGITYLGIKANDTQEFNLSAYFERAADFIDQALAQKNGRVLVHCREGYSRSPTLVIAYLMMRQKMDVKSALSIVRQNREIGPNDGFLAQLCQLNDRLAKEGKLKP
Y pestis TopoI: Yersinia pestis topoisomerase I inhibitors, primary screen, biochemical, cleavage product accumulation, plate reader, single point; DNA topoisomerase I (Yersinia pestis CO92); Y. pestis Topo-I cleavage product accumulation; activity, % at 10 µM; 360,000 compounds, 0.064% hits; AID 504884, 2011; in the data active means activity above about 50%, passing the limit was not always enough; inconclusive means no clear call, values can overlap the other calls; further: inactives centre near 2
SARS 3CLpro inh: SARS-CoV 3CLpro protease inhibitors, primary screen, biochemical, quenched FRET; recombinant SARS-CoV 3CLpro, quenched FRET peptide cleavage; 290,000 compounds, 0.14% hits; Replicase polyprotein 1ab (Severe acute respiratory syndrome coronavirus), P0C6X7; inhibition, % at 6 µM; in the data active means inhibition above about 12%
SSB-PriA inh: inhibitors of Klebsiella pneumoniae PriA binding to SSB C-terminal tail, primary screen, biochemical, AlphaScreen; PriA–SSB C-terminal tail interaction (Klebsiella pneumoniae); AlphaScreen SSBct-PriA binding, biotinylated peptide; inhibition, % at 33 µM; 430,000 compounds, 0.6% hits; in the data active means inhibition mostly above about 37%, no sharp cut-off; inactive means mostly below about 20%;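 further: plate controls were negative control peptide for no effect and reference peptide for full effect; strong numbers were not always called active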
CCHFV vOTU inh: CCHFV vOTU protease inhibitors, primary screen, biochemical, Pep-AMC substrate, fluorescence. 370,000 compounds, 0.55% hits. Crimean-Congo hemorrhagic fever virus L polyprotein viral ovarian tumor (vOTU) protease …. inhibition, % at 11.5 µM; in the data active means inhibition above about 30%; further: 0% = vehicle wells with enzyme and 100% = no enzyme wells
Anthrax LF prot: Bacillus anthracis LF protease inhibitors, primary screen, biochemical, multiplex microsphere, MLPCN library. multiplex microsphere protease cleavage assay. inhibition, % at 10 µM. 360,000 compounds, 0.12% hits; further: plate controls were buffer without enzyme for full effect and enzyme alone for no effect
Target sequence (P15917 whole entry, looked up): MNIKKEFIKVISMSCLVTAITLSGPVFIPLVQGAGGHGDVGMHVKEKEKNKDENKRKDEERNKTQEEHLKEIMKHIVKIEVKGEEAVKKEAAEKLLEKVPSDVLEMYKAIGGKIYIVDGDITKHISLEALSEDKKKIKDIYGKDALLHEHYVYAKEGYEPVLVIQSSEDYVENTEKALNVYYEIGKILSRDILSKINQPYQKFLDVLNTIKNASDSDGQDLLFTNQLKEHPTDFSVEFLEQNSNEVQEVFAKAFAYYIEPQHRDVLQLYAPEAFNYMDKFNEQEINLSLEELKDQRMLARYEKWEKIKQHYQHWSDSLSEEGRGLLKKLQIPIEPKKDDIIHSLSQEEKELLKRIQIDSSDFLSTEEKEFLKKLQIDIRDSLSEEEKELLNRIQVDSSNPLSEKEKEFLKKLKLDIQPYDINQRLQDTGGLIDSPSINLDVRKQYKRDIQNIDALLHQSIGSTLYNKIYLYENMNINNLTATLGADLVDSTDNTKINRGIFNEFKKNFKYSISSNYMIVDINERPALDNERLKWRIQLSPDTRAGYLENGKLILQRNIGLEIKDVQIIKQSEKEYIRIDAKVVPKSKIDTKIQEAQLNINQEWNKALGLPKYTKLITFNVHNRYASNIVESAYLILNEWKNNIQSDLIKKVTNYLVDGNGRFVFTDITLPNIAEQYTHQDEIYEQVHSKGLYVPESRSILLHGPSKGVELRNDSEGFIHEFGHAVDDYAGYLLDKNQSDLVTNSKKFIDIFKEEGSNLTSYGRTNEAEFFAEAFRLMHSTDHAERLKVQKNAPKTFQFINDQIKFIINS
PfHsp40 yeast: rescue of yeast from PfHsp40 toxicity, primary screen, S. cerevisiae, ATP luminescence. 340,000 compounds, 0.68% hits. S. cerevisiae expressing PfHsp40, growth rescue. growth rescue, % at 12.5 µM; in the data active means growth rescue above about 28%, passing the limit was not always enough; inconclusive means no clear call, values can overlap the other calls;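 further: yeast W303a lacking pdr1 and pdr3 grown in galactose medium; growth measured after three days at 30 °C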
BoNT A protease: BoNT/A light chain protease inhibitors, primary screen, biochemical, flow cytometry, MLPCN library; Botulinum neurotoxin type A light chain protease (Clostridium botulinum A str. ATCC 3502); multiplex microsphere protease substrate cleavage; 360,000 compounds, 0.17% hits; inhibition, % at 10 µM; AID 588499, 2011; further: plate controls were buffer without enzyme for full effect and enzyme alone for no effect
TcdB GH inh: TcdB glycohydrolase inhibitors, primary screen, biochemical, single point, plate reader. Toxin B (Clostridioides difficile), P18177. TcdB glycohydrolase enzymatic assay. inhibition, % at 9.99 µM. 350,000 compounds, 0.24% hits. AID 652162, 2013; in the data active means inhibition above about 10%
BH1578 lux ind: inducers of Vibrio cholerae quorum light production without autoinducers, primary screen, BH1578 luxS cqsA deficient, single point; V. cholerae BH1578 lux reporter, luminescence, 6 h; activation, % at 18.7 µM; AID 588436, 2011; 350,000 compounds, 0.16% hits; in the data active means activation mostly above about 9.7%, no sharp cut-off; inconclusive means no clear call, values can overlap the other calls; inactive means mostly below about 3.7%; further: not every result past the cut was called active; inactives centre near 0; reference of the scale not given here
Numbers without * were called inactive; i = inactive; ? = inconclusive; . = not tested or not shown; & = joins results of further samples. Unless noted, no stated cut-off is given here; in the data, active means inhibition above about 30%; inconclusive means no clear call, values can overlap the other calls; inactive means below that.

SMILES	DUSP3 inh	Y pestis TopoI	SARS 3CLpro inh	SSB-PriA inh	CCHFV vOTU inh	Anthrax LF prot	PfHsp40 yeast	BoNT A protease	TcdB GH inh	BH1578 lux ind
O=C(Nc1nnc(-c2ccccc2F)s1)c1cccnc1	28	1	2	-9	13	2	0.3	0.2	0.4	-0.8
CCCCCCC1CC(CCC(=O)Nc2ccc([N+](=O)[O-])cc2)C(=O)O1 (stereo unspecified)	16	0	5	-3	2	-2	-2.0	0.1	.	-0.4
CCN1CCc2c(OCC(=O)Nc3cccc(C)c3C)cccc2C1=O	13	.	5	.	-14	.	.	.	2.0	.
CSc1c(CC(=O)NCCO)n(C)c2ccccc12	-5	-10	8	2	19	-2	0.7	0.6	.	i
COC(=O)c1ccc2c(=O)n(Cc3ccc4c(c3)OCO4)c(SCC(=O)N3CCCC3)nc2c1	-11	.	-2	-10	-5	.	.	.	2.0	.
CC1CC(=O)Nc2ccccc2N1C(=O)Nc1ccccc1 (stereo unspecified)	-7	2	-6	-7	-15	2	-0.4	-0.5	0.7	-0.5
CCN1CCN(C(=O)C2CCN(c3nnc(-n4c(C)ccc4C)s3)CC2)CC1	25	-7	1	7	-1	2	0.0	-0.3	0.6	-0.2
COc1cc(C(=O)c2cc3c(cc2C)OCO3)cc(OC)c1OC	.	.	.	.	3	-12	.	0.4	0.7	.
CCS(=O)(=O)N1CCN(c2ccc([N+](=O)[O-])c(NCC3CCCO3)c2)CC1 (stereo unspecified)	13	2	0	-8	5	-4	2.0	-0.6	0.9	-0.1
CC(=O)Nc1ccc(/C(C)=N/Nc2nc(Nc3ccccc3)nc(N3CCOCC3)n2)cc1	3	-5	0	.	-3	-2	0.7	-1.0	0.3	-0.3
Cc1n[nH]c(C)c1S(=O)(=O)N1CCCC(C(=O)N2CCN(c3ccc(Cl)cc3)CC2)C1 (stereo unspecified)	8	39	2	6	11	2	1.4	1.8	.	i
O=C(Nc1c(C(=O)N2CCN(c3ccccn3)CC2)oc2ccccc12)c1ccc([N+](=O)[O-])cc1	8	-4	1	-1	-5	-1	0.7	-1.0	-0.1	-6.2
COCC(=O)N1CCC(Oc2ccc(C(=O)NC(C)c3nc(C)sc3C)cc2)CC1 (stereo unspecified)	18	1	0	-4	9	1	-0.8	-1.9	0.5	-0.4
Nc1ncc(-c2ccccc2)c(-c2ccc(OCc3ccccc3)cc2O)n1	22	12	0	10	-2	-2	1.8	-0.2	0.8	-0.1
Cc1cccc(C)c1NC(=O)CCCN1CC(C)OC(C)C1 (stereo unspecified)	6	-6	3	-3	1	-4	-0.8	0.8	.	0.5
CC(=O)N1Cc2cc(C(=O)NCC(F)(F)F)nc(-c3cccc(-c4cc5ccccc5o4)c3)c2[C@H]1CCO	.	.	.	.	4	-1	.	0.4	-2.3&0.9	.
O=C(c1cnn2c(C(F)F)cc(-c3ccccc3)nc12)N1CCc2ccccc2C1	15	36	8	-15	10	-1	-1.0	-0.2	1.2	i
CCN(CC)c1ccc(C(=O)c2cnc(/N=C/N(C)C)s2)cc1	24	-3	-4	.	3	-6	1.4	1.6	-3.5	-0.2
Cc1ccc(Cc2c(-c3ccccc3)nc3cc(C)c(Br)c(C)n23)cc1	.	.	.	.	6	8	.	0.3	0.1	.
CC(C)(C)c1ccc(OCCC(=O)OCC(=O)NCc2ccccc2)cc1	.	49	.	-17	27	-3	1.8	-3.5	-0.1	-0.7
COc1ccc(C(=O)NCc2nnc(SCC(=O)NC3CCCCC3)o2)cc1	-3	1	2	3	16	0	-0.6	0.1	1.1	-0.3
OC(c1ccc(F)c(F)c1)c1ncc(-c2ccc(Cl)cc2)[nH]1 (stereo unspecified)	.	-14	.	.	6	-6	.	-0.4	2.2	0.6
COc1ccc(CN(C)C(=O)c2ccc(COc3ccccc3)cc2)c(OC)c1	16	29	1	-6	-2	4	6.9	-0.7	0.0	-0.3
CCOC1=C2[C@@H](CN(S(=O)(=O)c3ccc(C)cc3)[C@H]2c2ccc(CC)cc2)[C@H]2C(=O)N(c3ccccc3)C(=O)[C@H]2C1	.	.	.	.	6	5	.	0.1	0.8	.
Cc1cc(NC(=O)CSc2ccc(F)cc2)no1	12	11	2	-12	-11	2	1.4	0.1	0.9	0.7
CCc1ccc(NC(=O)C/C(C)=N/NC(=O)COc2ccc(C)cc2Br)cc1	24	12	5	.	19	-10	-1.3	-1.4	1.4	-0.2
O=C(c1ccc(=O)oc1)N1CCN(C(c2ccccc2)c2ccccc2)CC1	32	-8	0	-6	5	-3	-1.0	?	.	i
Cc1ccc(S(=O)(=O)NCC2CCC(C(=O)NCc3ccco3)CC2)cc1 (stereo unspecified)	10	7	1	-1	0	0	-0.1	0.4	.	i
O=S(=O)(NC1CCN(Cc2ccccc2)CC1)c1cccc2cccnc12	28	5	4	0	.	-1	-0.7	1.7	0.9	-0.4
CC(C)CN(C(=O)COC(=O)C12CC3CC(CC(O)(C3)C1)C2)c1c(N)n(Cc2ccccc2)c(=O)[nH]c1=O	.	3	.	.	2	-1	.	-0.2	-0.8	i
COc1cc(/C=N/NC(=O)c2cccc(S(=O)(=O)N3CCCCC3)c2)cc(Br)c1O	7	7	-3	.	-2	-4	0.3	0.0	0.9	i
COc1ccc(-c2csc(NC(=O)CN3C(=O)NC4(CCCC4)C3=O)n2)cc1OC	.	3	.	36	-3	1	2.2	0.2	-1.0	i
N/C(=N\NS(=O)(=O)c1ccc(Cl)cc1)c1ccccn1	.	-5	.	.	-1	-1	-0.3	-0.2	-0.3	-0.6
CNC(=O)CSc1nc(-c2ccccc2)c(-c2ccccc2)[nH]1	30	5	-1	-1	3	0	0.5	2.6	.	i
CC12CC[C@H]3[C@@H](CCC4(O)C[C@H](O)CCC34/C=N/NC(=O)c3ccccc3O)C1(O)CCC2C1=CC(=O)OC1 (stereo partly specified)	12	-5	2	i	-3	.	-1.7	.	-0.7	0.4
Cc1n[nH]c(C)c1CN(C)C(=O)C1CCC(=O)N(CC2CCCCC2)C1 (stereo unspecified)	10	-3	-4	-14	-4	-1	-0.2	-1.9	0.0	-0.6
CCOC(=O)c1cc(C#N)c(SCC(=O)Nc2ccc(C(C)=O)cc2)[nH]c1=O	21	-8	0	-19&-1	6	.	0.0	.	0.2	-0.5
Cc1nn(C)c(C)c1S(=O)(=O)N1CCC(C(=O)NC(C)c2ccccc2)CC1 (stereo unspecified)	25	2	2	-5	-4	-7	-0.4	-0.1	1.3	-0.3
C[C@@H]1CN([C@@H](C)CO)C(=O)c2cc(NC(=O)c3ccccc3)ccc2O[C@@H](C)CCCCO[C@@H]1CN(C)Cc1ccc(C(F)(F)F)cc1	.	-7	.	.	42*	-10	.	0.1	1.2&-10	2.4
CC(=O)C1=CCC(c2ccccc2Cl)N(S(=O)(=O)c2ccc(C)cc2)C1 (stereo unspecified)	.	.	.	.	8	-8	.	0.2	1.6	.
COc1cccc(-c2cnc3c(NC(C)=O)cc(-c4cccc(NS(C)(=O)=O)c4)cn23)c1	.	37	.	.	-2	-2	.	-0.4	-3.7	i
Cc1cccc(C)c1NC(=O)CNC(=O)c1cncc(Br)c1	-8	-7	-4	-6	3	0	0.8	2.1	0.9	0.0
Cc1ccccc1Nc1nnc(SCC(=O)NCC2CCCO2)s1 (stereo unspecified)	.	11	.	-2	13	-2	1.7	0.0	0.8	i
O=C(Nc1ccccc1)C1=C[C@@H](c2ccccc2)C[C@@H](OCc2ccc(CO)cc2)O1	10	13	-1	-1	6	-1	-0.5	-0.2	-0.3&-1.1	i
CCOC(=O)c1ccc(COC(=O)c2cc3ccccc3oc2=O)o1	2	-1	0	-8	8	-1	1.2	0.6	.	0.6
CCc1ccc(C(=O)NNC(=O)OC)cc1	8	7	6	2	-16	-3	-0.6	-0.5	0.9	-0.3
CC1CCC2(CC1)N=C(N)Nc1nc3ccccc3n12 (stereo unspecified)	23	6	1	-2	3	-13	-1.1	?	.	.
S=C(NCCc1ccccc1)Nc1ccccc1N1CCOCC1	-15	7	3	9	-2	-3	-1.1	0.5	1.4	1.7
Cc1cc(N)nc(SCC(=O)N2C(C)CCCC2C)n1 (stereo unspecified)	-16	-5	-1	-2	4	1	0.3	-1.0	-0.7	-1.5
COc1ccc(CNCc2cccc(Oc3ccccc3)c2)cc1	-37	14	-1	-21	-7	-6	1.9	0.6	1.2	-0.3
C[C@H]([C@H](O)c1ccccc1)N(C)C(=O)CN	36	3	-9	-2	22	-8	15	-0.5	-6.0	i
Cc1nn2c(-c3ccco3)nnc2c2ccccc12	1	0	-9	-25	-2	-1	3.3	1.5	.	-0.7
CCCn1c(SCC(=O)Nc2cc(S(=O)(=O)N3CCOCC3)ccc2Cl)n[nH]c1=O	-4	-1	5	-13	-19	-2	0.8	-1.5	1.6	-0.7
COc1ccccc1CC(=O)Nc1ccc(S(=O)(=O)N2CC(C)CC(C)C2)cc1 (stereo unspecified)	.	15	.	5	12	-2	5.5	-0.6	2.0	-0.2
Cn1c(CSc2nc3ccccc3s2)n[nH]c1=S	6	-4	-8	9	2	0	-0.3	-0.5	.	-0.4
Cc1cccc(Nc2n[nH]c(=S)s2)c1C	22	3	1	0	-2	-4	6.2	0.5	-0.5	i
COc1ccc(CNC(=O)c2ccc(Cn3cc(Br)cn3)o2)cc1	1	-11	0	.	1	2	0.3	-1.3	-0.6	i

Some of the compounds tested; count on the stated rates, not on these rows.
